Bioassay records from PubChem.
JMJD2A Tudor = JMJD2A Tudor domain (human) inhibition. 390,000 compounds, 4.4% hits. O75164. AlphaScreen JMJD2A-Tudor / H3K4me3 peptide binding. AID 504339. Potency, µM (highest dose often 114 µM), inactives show at the top dose activity change, negative = inhibition, hits mostly inhibitors; note: potency is the fitted concentration of half-maximal effect; % is set by controls: 0 for no effect and ±100 for the full control effect; nearly all actives have a fitted effect of over 50% in size
PI4K2A block = PI4K2A (human) kinase inhibition. purified PI4K2A, ADP-Glo luminescence, 1 h; hits give low values. activity change, negative = inhibition, % at 76.9 µM. Q9BTU6. 420,000 compounds, 0.13% hits. AID 1346378; in the data active = activity change below about -50%; inconclusive = mostly about -30% to -49%;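 note: -100% = wells without enzyme as full effect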
Target sequence (Q9BTU6 whole entry, looked up): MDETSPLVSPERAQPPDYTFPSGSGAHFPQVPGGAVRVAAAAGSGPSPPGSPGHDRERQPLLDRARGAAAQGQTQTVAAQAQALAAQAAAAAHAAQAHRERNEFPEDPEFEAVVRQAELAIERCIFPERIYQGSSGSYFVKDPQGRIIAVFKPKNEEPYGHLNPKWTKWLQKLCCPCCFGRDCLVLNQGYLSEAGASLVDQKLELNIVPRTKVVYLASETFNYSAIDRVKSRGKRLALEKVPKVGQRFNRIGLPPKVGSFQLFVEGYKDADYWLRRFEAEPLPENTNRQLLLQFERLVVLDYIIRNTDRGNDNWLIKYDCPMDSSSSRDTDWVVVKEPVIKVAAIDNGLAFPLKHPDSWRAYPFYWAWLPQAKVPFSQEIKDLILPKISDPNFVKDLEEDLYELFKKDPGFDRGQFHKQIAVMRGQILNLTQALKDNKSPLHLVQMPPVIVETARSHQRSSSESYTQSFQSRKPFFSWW
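PI4K2A activity was measured by ADP-Glo luminescence: enzyme (4 ug/mL stock) and phosphatidylinositol (1.2 mM stock) in Tris pH 7.5/MgCl2/EGTA/Triton X-100 buffer were reacted with ATP (300 microM stock) for one hour at ambient temperature.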
ALOX12 inh = ALOX12 (human) lipoxygenase inhibition. P18054. purified 12hLO, xylenol orange hydroperoxide absorbance. Potency, µM (top dose mostly 108 µM), for the others: top-dose activity change, negative = inhibition, actives largely listed as inhibitors. 580,000 compounds, 1.1% hits. AID 1671190; note: potency is the fitted concentration of half-maximal effect; % is set by controls: 0 for no effect and ±100 for the full control effect
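Purified human 12hLO (150 nM final) in 25 mM Hepes, 0.01% Triton X-100, pH 7.0 was preincubated 15 min at room temperature with compound. Then 40 uM arachidonic acid was added, 30 min. Hydroperoxide was read by Fe-XO absorbance ratio 573/405 nm.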
BAZ2B inh = BAZ2B (human) inhibition. AID 504333. AlphaScreen BAZ2B-H3K14Ac peptide displacement. Potency, µM (top dose mostly 114 µM), for inactives: at the top dose activity change, negative = inhibition, actives largely listed as inhibitors. 360,000 compounds, 4.4% hits; note: potency is the fitted concentration of half-maximal effect; % is set by controls: 0 for no effect and ±100 for the full control effect; nearly all actives have a fitted effect of over 60% in size
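Protein-peptide AlphaScreen: BAZ2B 50 nM, b-H3K14Ac 50 nM, 1x PBS pH 7.4 + 0.01% Tween-20. Preincubation 30 min RT; cpd 30 min RT (top 110 uM); beads 20 min RT, light-protected.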
RGS4 inhibitor = human RGS4 inhibition | Transcreener GDP fluorescence polarization, RGS4-accelerated GTP hydrolysis | Potency, µM (highest dose often 114 µM), without a hit: at the highest dose activity change, negative = inhibition, most hits filed as inhibitors | 390,000 compounds, 0.039% hits; note: potency is the fitted concentration of half-maximal effect; % is set by controls: 0 for no effect and ±100 for the full control effect; nearly all actives have a fitted effect of over 75% in size; some results filed as inactive show a strong effect at the top dose
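MLSMR compounds (23 nl, pin-transferred) preincubated 10 min at room temperature with a 500nM (2x) first reagent, then RGS4 at 900nM (2x) plus Transcreener GDP mix added; fluorescence polarization (620/688 nm) read before and after 90 min at 30 °C.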
G9a block = inhibitors of human histone lysine methyltransferase G9a. Q96KQ7. G9a H3K9 monomethylation, AlphaScreen, 2 h. Potency, µM (series often up to 102 µM), for inactives: at the top dose activity, negative = inhibition, hits mostly inhibitors. 350,000 compounds, 8.8% hits. AID 504332; note: potency is the fitted concentration of half-maximal effect; % is set by controls: 0 for no effect and ±100 for the full control effect; nearly all actives have a fitted effect of over 75% in size
Target sequence (Q96KQ7 913-1193 limits assumed): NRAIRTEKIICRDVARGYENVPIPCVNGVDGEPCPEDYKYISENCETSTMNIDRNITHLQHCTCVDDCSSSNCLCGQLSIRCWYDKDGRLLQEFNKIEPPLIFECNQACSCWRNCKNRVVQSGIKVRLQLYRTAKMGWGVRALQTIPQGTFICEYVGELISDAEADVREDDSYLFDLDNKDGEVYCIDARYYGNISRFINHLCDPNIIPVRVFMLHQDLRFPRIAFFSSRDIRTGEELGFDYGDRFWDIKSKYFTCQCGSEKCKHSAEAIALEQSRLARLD
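Step 1: enzyme (final 20 nM) with compound, 15 min RT. Step 2: substrate peptide 500 nM and SAM 20 uM, 2 h RT. Step 3: anti-H3K9me1 antibody and AlphaScreen beads, 10 min, then plate read.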
GLS inh = blocks human kidney-isoform glutaminase activity; O94925; GLS enzymatic activity, qHTS titration; Potency, µM (top dose mostly 45.5 µM), for the others: at the highest dose activity change, negative = inhibition, actives largely listed as inhibitors; 410,000 compounds, 0.21% hits; AID 624170; note: potency is the fitted concentration of half-maximal effect; % is set by controls: 0 for no effect and ±100 for the full control effect
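hKGA in 45 mM KH2PO4 pH 8.2, 0.02% Tween-20 with pin-transferred compounds; 1 mM L-glutamine (stock) plus glutamate oxidase/HRP/Amplex Red coupling added. Fluorescence read initially and after 30 min at RT.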
HP1b binding inh = inhibitors of HP1-beta chromodomain binding to methylated histone tails | P83916 | AlphaScreen HP1-beta / biotin-H3K9me3 peptide binding | Potency, µM (top dose mostly 114 µM), inactives show top-dose activity change, negative = inhibition, most hits filed as inhibitors | 390,000 compounds, 0.56% hits | AID 540317; note: potency is the fitted concentration of half-maximal effect; nearly all actives have a fitted effect of over 70% in size; inactives centre near 23
Target sequence (P83916 whole entry, looked up): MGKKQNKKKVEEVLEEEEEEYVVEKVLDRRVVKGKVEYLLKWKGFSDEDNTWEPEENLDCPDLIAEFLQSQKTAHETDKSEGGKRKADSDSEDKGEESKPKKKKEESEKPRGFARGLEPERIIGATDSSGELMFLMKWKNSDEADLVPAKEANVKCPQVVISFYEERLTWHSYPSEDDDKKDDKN
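HP1-beta protein (50 nM final) preincubated 30 min at room temperature with biotinylated H3(1-18)K9me3 peptide (50 nM) in PBS pH 7.4, 0.01% Tween-20, then compound added for 30 min. AlphaScreen streptavidin donor/nickel chelate acceptor beads (10 ug/mL final), 30 min dark, luminescence read.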
ERG-DNA inh = inhibitors of human ERG Ets domain-DNA interaction; P11308; fluorescence polarization, His-ERG Ets domain / labelled DNA; Potency, µM (titrated, usually from 76.9 µM), without a hit: at the highest dose FP activity, negative = inhibition, usual class: inhibitors; 370,000 compounds, 0.028% hits; active = well fitted inhibition curve with a large enough effect in the polarisation, with a control signal flat; inconclusive = small, poorly fitted or top-dose-only effect, or effect the other way, or a change in a side signal; inactive = no such curve, though single readings can be large or run the other way; the % refers to the polarisation;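 note: polarization taken with two DNA probes labelled with fluorescein and Texas red; potency is the fitted concentration of half-maximal effect; % of control where 0% means no effect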
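His-tagged ERG Ets domain (1 uM in the protein solution; 300mM KCl, 50mM Tris-HCl, 1mM EDTA, 1mM DTT, pH 7.5) received compound, then a probe mix of 5 nM fluorescein-DNA and 100nM Texas-615-DNA. Fluorescence polarization was read for both dyes.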
Active calls of the source: *; ? = inconclusive; · = not tested or not shown; & = joins results of further samples; [ ] = another dose, or the depositor's remark. Unless noted, calls come from the whole dose curve; as a rule, active = well fitted curve in the direction sought with a large enough effect; inconclusive = small, poorly fitted or top-dose-only effect, or another doubt; inactive = no such curve, though single readings can be large; an effect the other way counts as inactive or inconclusive. An excerpt; rates above refer to the full screens.

SMILES	JMJD2A Tudor	PI4K2A block	ALOX12 inh	BAZ2B inh	RGS4 inhibitor	G9a block	GLS inh	HP1b binding inh	ERG-DNA inh
Cc1ccc(N2CCN(/N=C/c3sccc3C)CC2)cc1	-31%	4	-27%	-38%	22%	-22%[59 µM]	26%	-14%	1%
CCC1(c2ccccc2)NC(=O)N(CC(=O)NCc2ccc(C)cc2)C1=O (configuration not stated)	-21%	2	0%	?	9%	-4%	1%	-7%	6%
CCOc1ccc(N2CC(C(=O)NCCCN3CCOCC3)CC2=O)cc1 (configuration not stated)	-1%	-1	0%	-4%	-5%	0%	-12%	33%	-5%
CC(NCc1ccc(S(N)(=O)=O)cc1)C(=O)N1CCc2ccccc21 (configuration not stated)	-14%	-1	7%	-18%	8%	4%	1%	28%	12%
CN1CCN(c2nc(-c3ccccc3)cc(C(F)(F)F)n2)CC1	-36%	7	0%	?	3%	?	15%	-8%	-4%
CCN(CC)C(=O)CSCc1cnn(-c2ccccc2)c1-n1cccc1	-29%	-4	-17%	?	-23%	·	-4%	26%	6%
COc1ccc(C2=C(C)C(=O)N(Cc3ccc(C(=O)NCc4ccccc4C)cc3)S2(=O)=O)cc1	-20%	-3	-22%	-7%	-14%	12%[59 µM]	3%	-15%	0%
CCc1nnc(NC(=O)c2cc(=O)c3cc(C)c(C)cc3o2)s1	-2%	-2	?	-4%	-8%	-8%[59 µM]	18%	27%	0%
Cc1ccc(N2C(=O)NC(NC(=O)C3CC3)(C(F)(F)F)C2=O)cc1 (configuration not stated)	-8%	5	6%	7%	-20%	24%[59 µM]	14%	33%	-9%
COCc1cc(C)nc2sc(C(=O)Nc3ccccc3Br)c(N)c12	3%	6	?	2%	-33%[56.9 µM]	·	-4%	26%	5%
COCCCn1c(=NC(=O)c2ccccc2)c(C#N)cc2c(=O)n3cccc(C)c3nc21	-7%	2	?	0%	-21%	-25%	7%	9%	15%
CSCCC(NC=O)C(=O)NC(C)C(=O)O (configuration not stated)	-16%	-2	8%	·	10%	·	11%	22%	-15%

Reprinted at random: five records from the list, in no set order.
SMILES	JMJD2A Tudor	PI4K2A block	ALOX12 inh	BAZ2B inh	RGS4 inhibitor	G9a block	GLS inh	HP1b binding inh	ERG-DNA inh
CCc1nnc(NC(=O)c2cc(=O)c3cc(C)c(C)cc3o2)s1	-2%	-2	?	-4%	-8%	-8%[59 µM]	18%	27%	0%
CSCCC(NC=O)C(=O)NC(C)C(=O)O (configuration not stated)	-16%	-2	8%	·	10%	·	11%	22%	-15%
CN1CCN(c2nc(-c3ccccc3)cc(C(F)(F)F)n2)CC1	-36%	7	0%	?	3%	?	15%	-8%	-4%
COCc1cc(C)nc2sc(C(=O)Nc3ccccc3Br)c(N)c12	3%	6	?	2%	-33%[56.9 µM]	·	-4%	26%	5%
Cc1ccc(N2C(=O)NC(NC(=O)C3CC3)(C(F)(F)F)C2=O)cc1 (configuration not stated)	-8%	5	6%	7%	-20%	24%[59 µM]	14%	33%	-9%

Continuation.
SMILES	JMJD2A Tudor	PI4K2A block	ALOX12 inh	BAZ2B inh	RGS4 inhibitor	G9a block	GLS inh	HP1b binding inh	ERG-DNA inh
COc1cccc(CNc2ccccc2O)c1OCc1ccccc1F	45µM*	-5	?	32µM*	-40%	35µM*	0%	45µM*	21%
Cc1nn(CCC(=O)NNC(=S)Nc2ccc(F)cc2)c(C)c1Br	-11%	-1	-24%	6%	-25%	?	26%	20%	2%
CCn1nnnc1NC(=O)c1cccc(OC)c1	-12%	-8	-14%	2%	0%	·	-7%	35%[activator]	12%
COc1ccc(/C=C(\C#N)C(=O)Nc2ccc3[nH]c(=O)[nH]c3c2)cc1	-13%	5	-24%	-3%	2%	?	1%	25%	-3%
COc1cc(NC(=O)c2cccs2)c(OC)cc1NC(=O)Nc1ccc(F)cc1	-15%	-5	3%	-2%	6%[56.9 µM]	44%[59 µM]	-8%	35%	11%
O=C(c1ccc(F)cc1)N1CCN(c2ccc([N+](=O)[O-])cc2-n2cccc2)CC1	?	4	?	?	-22%	50µM*	2%	-37%	-3%
C[C@H](NC(=O)c1cc2cc(Cl)ccc2n1C)C(=O)N1CCC(C(=O)O)CC1	-12%	-2	-4%	-15%	5%	9%	9%	18%	0%
O=C(CCCC(=O)NCCc1ccccc1)NCCc1ccccc1	-5%[57.1 µM]	0	5%	8%	-31%	-5%[59 µM]	10%	-4%	0%
CCN(CC)CCCNC(=O)c1nn(-c2cccc(OC)c2)c(=O)c2ccccc12	-8%	3	-18%	14%	0%	-2%[12.7 µM]	-12%	28%	-8%
Cc1cc(=O)oc2cc(OC(C)C(=O)NCCCN3CCCC3=O)c(Cl)cc12 (configuration not stated)	-12%	-2	-3%	-15%	-10%[11.4 µM]	43%	2%	49%[activator]	-5%
NC(=O)c1snnc1-c1ccccc1	-10%	1	44%[activator]	5%	1%	·	24%	4%	10%
Cc1cc(C(=O)Nc2c(C)nc3ccccn3c2=O)ccc1[N+](=O)[O-]	-28%	-2	-20%	2%	-4%	20%[59 µM]	-6%	4%[57 µM]	8%
Cc1ccc2cc(/C=N/Nc3ccc(C(=O)O)cc3)c(Cl)nc2c1	-7%	4	?	?	-5%	·	3%	32%	-11%
O=C(Nc1ccnc(-c2cccnc2)n1)c1cccc(Cl)c1Cl	-8%	-2	0%	-4%	11%	10%	-9%	13%	-5%
CC(=O)N1CCc2cc(S(=O)(=O)CCC(=O)N3CCN(c4ccccc4F)CC3)ccc21	-10%&-19%	1&3	-4%&-14%	-33%	-16%[56.9 µM]	6%&-32%[59 µM]	-11%&7%	79%&18%[activator]	-13%&-1%
O=C(CSc1n[nH]c(-c2cccs2)n1)NCc1cccs1	-11%[57.1 µM]	0	-9%	4%	-16%[56.9 µM]	61%[activator][59 µM]	7%	64%[activator]	1%
COC(C(=O)Nc1ccc(F)cc1)c1ccccc1 (configuration not stated)	-19%	-12	0%	-1%	-19%	10%[59 µM]	12%	5%	6%
Cc1ccc(OC(=O)c2ccccc2C(=O)OCC(F)(F)C(F)F)cc1	66%[activator]	1	·	?	-5%	9%[0.501 µM]	13%	109%[activator]	-12%
COc1ccc(C2C3=C(NCCN=C3c3ccccc3)C(=O)N2c2ccccc2)c(OC)c1 (configuration not stated)	-3%	1	-3%	·	13%	12%	-8%	36%	7%
Cc1ccc(S(=O)(=O)N=C2SCCCS2)cc1	-11%	-13	27%	9%	-29%	-2%	-2%	23%	13%
O=C1NCCN1Cc1cccc(Cl)c1	5%	-2	-1%	-4%	46%	24%	-5%	24%	2%
CC12CCC(C(=O)NCCCN3CCOCC3)(OC1=O)C2(C)C (configuration not stated)	1%	3	0%	15%	-27%	27%	-1%	53%	-1%
COC(=O)C1=C(C)NC(=S)N(C(C)=O)C1c1ccc(OC)c(OC)c1 (configuration not stated)	-25%	-1	-11%	-4%	-6%	-8%[59 µM]	-15%	22%	6%
Cc1sc2ncn3cnnc3c2c1C	-8%	-2	9%	-1%	32%	-16%	1%	19%	-3%
CCOc1ccc(/C=N/NC(=O)C(OC)c2ccccc2)cc1 (configuration not stated)	-4%	4	-3%	-2%	-15%	-30%	0%	37%	27%
Cc1ccccc1OCC(=O)Nc1ccc(S(=O)(=O)N2CCOCC2)cc1	-16%	-12	-7%	6%	37%	3%	2%	10%	-1%
O=C(NNc1cccc(Cl)n1)Nc1ccc(Cl)cc1	8%	-1	-9%	6%	-28%	?	-13%	36%	8%
CCN(CC)S(=O)(=O)c1ccc(NC(=O)C2CC(=O)N(c3ccc4c(c3)OCCO4)C2)cc1 (configuration not stated)	-20%	-1	-8%	·	2%	·	1%	27%	7%[15.4 µM]
CCCCn1c(=O)n(C)c(=O)c2c(C(F)(F)F)cc(-c3ccncc3)nc21	-9%	-10	-29%	-36%	14%	0%[12.7 µM]	-12%	40%[activator]	-1%
O=C(O)c1cccnc1SC1CC(=O)N(CCc2ccccc2)C1=O (configuration not stated)	-19%	9	7%	?	37%	?	4%	28%	5%
CCOC(=O)c1nn(-c2ccccc2)c(=O)cc1OCC(=O)Nc1cc(C)ccc1OC	-36%	-7	1%	-6%	?	-4%	7.9µM*	-6%	9%

Reformatted with two lines to a compound: 2 of the compounds above.
The line under a structure holds: JMJD2A Tudor	PI4K2A block	ALOX12 inh	BAZ2B inh	RGS4 inhibitor	G9a block	GLS inh	HP1b binding inh	ERG-DNA inh
> CCOc1ccc(/C=N/NC(=O)C(OC)c2ccccc2)cc1 (configuration not stated)
  -4%	4	-3%	-2%	-15%	-30%	0%	37%	27%
> CCN(CC)S(=O)(=O)c1ccc(NC(=O)C2CC(=O)N(c3ccc4c(c3)OCCO4)C2)cc1 (configuration not stated)
  -20%	-1	-8%	·	2%	·	1%	27%	7%[15.4 µM]
